Vif-APOBEC3G blk – qHTS for Inhibitors of Vif-A3G Interactions: qHTS. DNA dC->dU-editing enzyme APOBEC-3G (Homo sapiens), Q9HC16. HeLa A3G-eYFP + Vif (tagged APOBEC3G with the HIV-1 protein that degrades it), YFP fluorescence, overnight. Potency, µM (titrated, usually from 46.1 µM), for inactives: at the highest dose activity, negative = active, usual class: inhibitors. 410,000 compounds, 0.076% hits;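 note: potency is the fitted concentration of half-maximal effect; % is set by controls: 0 for no effect and ±100 for the full control effect; nearly all actives have a fitted effect of over 60% in size; hits raise eYFP signal because A3G escapes Vif-driven loss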
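Read-out is eYFP fluorescence (Ex 488/Em 500-530) from Vif-expressing HeLa A3G-eYFP cells; more signal means A3G escaped Vif-mediated degradation. Cells plated overnight, compound pinned in, incubated overnight at 37 deg C.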
RXFP1 agonist – qHTS Assay for Agonists of the Relaxin Receptor RXFP1; Relaxin receptor 1 (Homo sapiens), Q9HBX9; HEK293T-RXFP1 cAMP TR-FRET, 30 min; response scale: percent of porcine relaxin response, buffer zero; Potency, µM (doses to about 57.5 µM), without a hit: top-dose activation, hits mostly activators; 370,000 compounds, 0.3% hits; note: potency is the fitted concentration of half-maximal effect; % is set by controls: 0 for no effect and ±100 for the full control effect; nearly all actives have a fitted effect of over 60% in size; many of its hits are not listed in these tables
Target sequence (Q9HBX9 whole entry, looked up): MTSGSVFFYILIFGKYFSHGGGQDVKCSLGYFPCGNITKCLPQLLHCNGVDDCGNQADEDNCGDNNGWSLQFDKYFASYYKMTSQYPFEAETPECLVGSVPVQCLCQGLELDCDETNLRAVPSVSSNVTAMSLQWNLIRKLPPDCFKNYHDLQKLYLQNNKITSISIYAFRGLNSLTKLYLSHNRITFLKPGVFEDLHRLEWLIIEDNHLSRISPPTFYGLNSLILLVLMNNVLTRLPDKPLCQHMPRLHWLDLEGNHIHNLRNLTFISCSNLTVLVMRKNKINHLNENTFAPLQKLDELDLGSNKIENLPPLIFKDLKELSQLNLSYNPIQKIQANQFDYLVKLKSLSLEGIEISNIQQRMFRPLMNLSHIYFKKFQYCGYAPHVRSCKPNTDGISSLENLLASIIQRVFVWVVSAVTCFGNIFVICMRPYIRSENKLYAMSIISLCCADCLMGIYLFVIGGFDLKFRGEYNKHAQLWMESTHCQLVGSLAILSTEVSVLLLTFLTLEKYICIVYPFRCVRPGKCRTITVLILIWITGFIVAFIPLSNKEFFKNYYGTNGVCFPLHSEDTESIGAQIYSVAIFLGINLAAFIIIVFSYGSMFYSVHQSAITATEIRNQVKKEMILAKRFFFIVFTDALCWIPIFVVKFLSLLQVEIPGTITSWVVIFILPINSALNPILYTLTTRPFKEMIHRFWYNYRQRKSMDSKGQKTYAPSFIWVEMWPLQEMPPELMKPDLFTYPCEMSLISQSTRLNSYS
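HEK293 cells stably expressing RXFP1, treated 30 min at 37C with compounds plus PDE4 inhibitor Ro 20174; cAMP measured by HTRF TR-FRET. Normalized to buffer and 29 nM porcine relaxin; EC50 by Hill fit.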
LDHA inh – qHTS assay for inhibitors of human lactate dehydrogenase | purified LDHA, NADH/diaphorase-resazurin fluorescence; stronger effect = lower value | activity change, % (values are at about 110 or 230 µM) | 480,000 compounds, 0.15% hits | AID 1347041, 2019; in the data active = activity change below about -30%; inconclusive = mostly about -25% to -30%;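 note: plate controls were DMSO wells for no effect and wells without enzyme for full effect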
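Human LDH5 (2 nM) was incubated with 0.06 mM NADH and 0.2 mM pyruvate for 5 min at room temperature in Tris pH 7.4. Remaining NADH was coupled through diaphorase/resazurin, and resorufin fluorescence was read at 0 and 20 min.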
D1 ag – Allosteric Agonists of the Human D1 Dopamine Receptor: qHTS; activation, % at 2 µM; HEK293 T-REx D1 cells, calcium flux, agonist mode; AID 504660, 2011; D(1A) dopamine receptor (Homo sapiens), P21728; 360,000 compounds, 1% hits; in the data active = activation above about 30%; note: 0% is about no effect
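Inducible HEK293 T-REx D1 cells, force-coupled to calcium signalling, were plated at 4000 cells/well with tetracycline and held overnight at 30 C. After no-wash calcium dye loading, compound-evoked calcium rise over 180 s flagged agonists.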
Vif-APOBEC3F blk – qHTS for Inhibitors of Vif-A3F Interactions: qHTS | Potency, µM (top dose mostly 46.1 µM), for inactives: at the highest dose activity, negative = active | 390,000 compounds, 0.2% hits | AID 602313, 2012 | HeLa A3F-eYFP + Vif (tagged APOBEC3F with the HIV-1 protein that degrades it), YFP fluorescence increase; note: potency is the fitted concentration of half-maximal effect; % of control where 0% means no effect; nearly all actives have a fitted effect of over 65% in size
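HeLa cells stably expressing Vif plus C-terminally eYFP-tagged A3F were seeded, incubated overnight at 37 deg C, dosed with compound, incubated overnight again at 37 deg C. Yellow fluorescence (Ex 488/Em 500-530) reported blocked Vif-mediated A3F-eYFP degradation.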
D2 PAM – HTS Assay for Positive Allosteric Modulators of the Human D2 Dopamine Receptor: Primary Screen for Potentiators. HEK293 T-REx D2, calcium flux, EC20 dopamine potentiation. potentiation, % at 10 µM. 340,000 compounds, 0.34% hits;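 active = potentiation over 3 SD above the plate norm, cut at about 30% in these data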; note: 0% is about no effect
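Calcium flux readout, no-wash dye, 1 read/s. Inducible HEK293 Trex D2 line, overnight 30 C. Compound alone 180 s (agonist flags), then EC20 dopamine, another 180 s to score potentiation.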
D1 potentiator – Potentiators of Human D1 Dopamine Receptor: qHTS; 360,000 compounds, 0.036% hits; D(1A) dopamine receptor (Homo sapiens), P21728; AID 504651, 2011; HEK293 TREx D1 cells, calcium flux, dopamine EC20 potentiation; potentiation, % at 10 µM; in the data active = potentiation above about 30%; note: 0% is about no effect
D1 antagonist – Antagonist of Human D 1 Dopamine Receptor: qHTS | HEK293 TREx D1 cells, calcium flux, dopamine EC80; stronger effect = lower value | activity change, negative = inhibition, % at 10 µM | 360,000 compounds, 3.2% hits | AID 504652, 2011; in the data active = activity change below about -30%; note: % is set by controls: 0 for no effect and ±100 for the full control effect
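Kinetic fluorescence of a calcium dye serves as the read-out. D1-expressing Hek293 Trex cells, induced overnight at 30 C, are exposed to compound for 180 s before an EC80 dopamine addition, then read 180 s further.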
GRP78 ERSR act – qHTS for Inducers of the Endoplasmic Reticulum Stress Response (ERSR) in Human Glioma: qHTS; Potency, µM, for the others: at the highest dose activation, most hits filed as activators; AID 602332, 2012; U87-MG GRP78 promoter luciferase reporter, 16 h; 420,000 compounds, 0.02% hits; note: potency is the fitted concentration of half-maximal effect; series mostly up to about 76 µM; % of control where 0% means no effect; nearly all actives have a fitted effect of over 35% in size
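ERSR induction read as luciferase luminescence (Bright-Glo, 10 min at room temperature) in stably transfected human U87-MG glioma cells exposed to compounds for 16 h, using GRP78 as sensor.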
An asterisk follows results filed as active; ? = inconclusive; . = no result given; & = joins results of further samples. Unless noted, calls come from the whole dose curve; as a rule, active = well fitted curve in the direction sought with a large enough effect; inconclusive = small, poorly fitted or top-dose-only effect, or another doubt; inactive = no such curve, though single readings can be large; an effect the other way counts as inactive or inconclusive. The list is partial; rates above refer to the full screens.

The opening 3 compounds, ahead of the listing:
1	Cc1ccc(/C=N/Nc2nncc(-c3ccccc3)n2)o1
2	COc1c(C)cc(C(=O)C2CCCN(C(=O)c3cc(C)n(C)n3)C2)cc1C (stereo not drawn)
3	COc1ccc(N2CCN(Cc3nnc(-c4ccccc4)o3)CC2)cc1
Screen / compound no.,1,2,3
D2 PAM,-10,13,0
D1 potentiator,-1,19,-6
Vif-APOBEC3G blk,-5%,1%,6%
RXFP1 agonist,-0.2%,-1.3%,-1.3%
Vif-APOBEC3F blk,-11%,0%,1%
LDHA inh,-4,-1,3
D1 ag,-5,2,-2
GRP78 ERSR act,4%,2%,1%
D1 antagonist,1,-5,-2

Results (from the top)
1	Cc1ccc(/C=N/Nc2nncc(-c3ccccc3)n2)o1
2	COc1c(C)cc(C(=O)C2CCCN(C(=O)c3cc(C)n(C)n3)C2)cc1C (stereo not drawn)
3	COc1ccc(N2CCN(Cc3nnc(-c4ccccc4)o3)CC2)cc1
4	COc1ccc(Cl)cc1NC(=O)NC1CCCCC1
5	COC(=O)C1=C(C)Nc2ncnn2C1c1ccccn1 (stereo not drawn)
6	Cn1c(=O)c(=O)n(C)c2cc(S(=O)(=O)N3CCCC3C(=O)NCc3cccnc3)ccc21 (stereo not drawn)
Screen / compound no.,1,2,3,4,5,6
D2 PAM,-10,13,0,-18,.,19
D1 potentiator,-1,19,-6,9,-2,2
Vif-APOBEC3G blk,-5%,1%,6%,3%,-8%,0%
RXFP1 agonist,-0.2%,-1.3%,-1.3%,0.5%,0.4%,14%
Vif-APOBEC3F blk,-11%,0%,1%,-7%,9%,0%
LDHA inh,-4,-1,3,0,-4,-6
D1 ag,-5,2,-2,1,7,2
GRP78 ERSR act,4%,2%,1%,4%,-4%,-1%
D1 antagonist,1,-5,-2,-6,0,-8

7	COCCCNC(=O)c1cc2c(=O)n3cc(C)ccc3nc2nc1NCC1CCCO1 (stereo not drawn)
8	Cc1cccc(S(=O)(=O)Nc2ccc(S(=O)(=O)Nc3nccs3)cc2)c1
9	O=c1oc2ccc3ccccc3c2cc1-c1nnc(Nc2ccc(F)cc2)s1
10	COc1ccccc1CNC(=O)CSc1nnc2c(Cl)cc(C(F)(F)F)cn12
11	CCCCn1c(SCC(=O)Nc2cc(C)on2)nc2cc(S(N)(=O)=O)ccc21
12	Cc1c(C(=O)OC2CCCCCC2)[nH]c2c1C(=O)CC(c1ccccc1Cl)C2 (stereo not drawn)
Screen / compound no.,7,8,9,10,11,12
D2 PAM,10,.,6,-8,10,-4
D1 potentiator,-5,.,0,1,9,-1
Vif-APOBEC3G blk,.,0%,3%,-2%,1%,?
RXFP1 agonist,0.7%,.,-2.3%,0.2%,-0.6%,12%
Vif-APOBEC3F blk,.,3%,-16%,-2%,2%,2%
LDHA inh,.,-10,-16,3,-8,-4
D1 ag,1,.,22,3,0,0
GRP78 ERSR act,.,2%,-2%,-3%,-2%,-4%
D1 antagonist,-22,.,5,13,-9,3

13	Cc1cc(C)n(-c2ccc(C(=O)OCn3nnc4ccccc4c3=O)cc2)n1
14	O=S(=O)(c1ccc(F)cc1)N1CN(Cc2ccco2)c2nc3ccccc3nc21
15	CC(C)COC(=O)N(C)C[C@H]1OCc2cnnn2CCCC(=O)N([C@@H](C)CO)C[C@H]1C
16	O=C(Cc1csc2nc(-c3ccc(F)cc3)cn12)NCc1ccccc1
17	O=C(COc1ccc(-c2ccccc2)cc1)N1CCN(C(=O)c2cccnc2)CC1
18	Cc1ccc(CC(=O)N/N=C/c2ccc3c(c2)OCO3)cc1
Screen / compound no.,13,14,15,16,17,18
D2 PAM,7,-2,.,-1,-10,-9
D1 potentiator,-2,-1,.,1,-8,10
Vif-APOBEC3G blk,1%,-17%,-1%,-4%,-9%,-4%
RXFP1 agonist,1.2%,-0.3%,.,0.0%,3.9%,4.8%
Vif-APOBEC3F blk,-3%,-22%,-7%,1%,-2%,-11%
LDHA inh,0,3,-1,0,-9,-11
D1 ag,1,3,.,-1,12,-1
GRP78 ERSR act,-3%,0%,-8%,10%,3%,11%
D1 antagonist,-18,-10,.,5,-6,2

19	CCCCNCc1cc(OC)c(OCC(N)=O)cc1Br
20	Cc1nc2nc3c(c(=O)n2[nH]1)CCCC3
21	c1cncc(-c2nc3ccccc3s2)c1
22	O=C(COc1ccccc1)Nc1nnc(SCc2cc(=O)c3ccccc3[nH]2)s1
23	O=C(NCCCNC(=O)c1ccccc1Br)c1ccccc1Br
24	COc1ccccc1C(C)NC(=O)c1ccc(C)o1 (stereo not drawn)
Screen / compound no.,19,20,21,22,23,24
D2 PAM,4,-2,1,-6,3,-1
D1 potentiator,-1,-7,1,-2,-1,-10
Vif-APOBEC3G blk,3%,1%,4%,1%,0%,?
RXFP1 agonist,0.9%,1.3%,0.5%,-0.3%,1.5%,0.8%
Vif-APOBEC3F blk,-9%,.,-11%,1%,-6%,-1%
LDHA inh,-3,-5,-7,-9,-1,-6
D1 ag,7,1,0,1,5,2
GRP78 ERSR act,-4%,-2%,3%,-4%,-1%,-3%
D1 antagonist,4,2,-18,-2,0,-1

25	CCN(CC(=O)NCc1ccc(Cl)cc1)C(=O)c1cc2ccccc2o1
26	COC(=O)C1(Cc2cc(-c3cccnc3)no2)CCN(C(=O)OC(C)(C)C)CC1
27	Cc1ccc(OCc2nc(C#N)c(N3CCCC3)o2)cc1
28	CC(=O)/C(N=Nc1cc2c(cc1[N+](=O)[O-])OCCO2)=C(\C)O
29	COc1ccc(CCNc2ccc(C(CC(N)=O)NC(=O)Cc3ccc(Br)cc3)cc2[N+](=O)[O-])cc1 (stereo not drawn)
30	O=C(Nc1nnc(C23CC4CC(CC(C4)C2)C3)s1)c1ccc(N2C(=O)CCC2=O)cc1
Screen / compound no.,25,26,27,28,29,30
D2 PAM,5,-2,18,-3,-4,3
D1 potentiator,-4,-3,3,-3,-2,-6
Vif-APOBEC3G blk,-5%,1%,5%,-1%,-8%,-3%
RXFP1 agonist,0.1%,1.2%,-1.0%,0.5%,0.2%,1.2%
Vif-APOBEC3F blk,-13%,-1%,-1%,-9%,-1%,5%
LDHA inh,-3,-6,3,-2,-13,-9
D1 ag,3,3,2,4,7,-2
GRP78 ERSR act,-4%,1%,1%,3%,-4%,-6%
D1 antagonist,2,2,-1,7,-21,5

31	CN(C(=O)Cn1nnc(-c2ccc(S(C)(=O)=O)cc2)n1)c1ccccc1
32	Cc1nn(-c2ccccc2)c(C)c1-c1nnc(-c2c(C)nn(-c3ccccc3)c2C)o1
33	N/C(=N\c1nc2c(c(=O)[nH]1)CCC2)Nc1ccccc1C(F)(F)F
34	Cc1c(Cl)cccc1NC(=S)NCC(C)C
35	CC(=O)c1cccc(NC(=O)c2cc(C)nn2-c2ccccc2)c1
36	CC(C)(CO)CNC(=O)CC1C(=O)NCCN1CC(c1ccccc1)c1ccccc1 (stereo not drawn)
Screen / compound no.,31,32,33,34,35,36
D2 PAM,5,.,28,7,2,-12
D1 potentiator,-1,11,-10,-4,8,8
Vif-APOBEC3G blk,-5%,-2%,-3%,-1%,7%,-9%
RXFP1 agonist,-4.0%,0.2%,-0.5%,0.1%,3.7%,2.3%
Vif-APOBEC3F blk,0%,-11%,1%,-6%,-3%,-1%
LDHA inh,0,-1,-2,5,-5,1
D1 ag,-1,6,2,1,1,-1
GRP78 ERSR act,-2%,-5%,-1%,-2%,3%,-4%
D1 antagonist,-9,-8,-19,6,-8,14

37	CC1CCC(NC(=O)c2ccc3c(c2)N(Cc2cccc(Cl)c2)C(=O)c2ccccc2S3(=O)=O)CC1 (stereo not drawn)
38	Cc1cc(C)c(NC(=O)c2nc3ccccc3nc2N2CCCCC2)c(C)c1
39	Cc1cc(=O)n2nc(N3CCCC3C(=O)NCCCN3CCCCC3)sc2n1 (stereo not drawn)
40	CN(C(=O)COC(=O)c1cc[n+]([O-])cc1)c1ccccc1
41	CCOC(=O)C1=C2c3cc(OC)c(OC)cc3CC(C)(C)N2C(=O)C1=O
42	Cc1cccc(NC(=O)c2nnn(-c3cccc(C(F)(F)F)c3)c2N)c1
43	C[C@H]1O[C@@H](O[C@H]2CC[C@@]3(C)C(CC[C@]4(C)C3C=C[C@]35OC[C@@]6(CCC(C)(C)C[C@H]63)[C@@H](O)C[C@]54C)[C@]2(C)CO)[C@H](O)[C@@H](O[C@@H]2O[C@H](CO)[C@@H](O)[C@H](O)[C@H]2O)[C@H]1O (stereo partly drawn)
Screen / compound no.,37,38,39,40,41,42,43
D2 PAM,-8,3,-3,2,11,.,.
D1 potentiator,-7,6,-1,-2,-7,-3,.
Vif-APOBEC3G blk,0%,0%,0%,-1%,0%,0%,-6%
RXFP1 agonist,-2.1%,?,0.4%,-2.6%,4.0%,-0.3%,.
Vif-APOBEC3F blk,-3%,-1%,.,-6%,-11%,3%,-13%
LDHA inh,-5,5&0,-3,1,-1,-3,5
D1 ag,4,16,2,2,0,17,.
GRP78 ERSR act,0%,-1%,2%,-5%,-2%,-7%,6%
D1 antagonist,-16,18,9,-15,1,-7,.

From PubChem BioAssay
